Screening data (PubChem)
Xi reactivation: reactivates the inactive X chromosome in mouse fibroblasts | XiGFP mouse fibroblasts, % GFP-positive cells imaging, 3 d; cells co-treated with 5-aza-dC sensitizer; scaled so ellipticine positive control = 100% | activation, % at 7.58 µM | 0.055% of 360,000 active | AID 743238;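 active = mean normalized replicate activation at least 10% and every replicate at or above 10%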;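 note: 0% = median of on-plate neutral control wells and 100% = ellipticine 6 µM median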
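Assay system: SV40-immortalized XiGFP fibroblast cells, line 68-5-11; buffer or medium: DMEM plus 5-aza-dC sensitizer; compound: one concentration, pinned; timing: compounds 3 days, fix/stain 15 min at room temperature; benchmarks: positive control ellipticine, 6 µM final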
ARNT-TACC3 inh: ARNT/TACC3 interaction disruption. AID 623870. Q9Y6A5. inhibition, % at 9.99 µM. AlphaScreen His-ARNT PAS-B/GST-TACC3 binding, luminescence; TACC3 fragment carries E629A point mutation. 0.66% of 390,000 active;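 active = mean inhibition of replicates at least 50% and at least half of replicates each reaching 50%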;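 note: 0% = complete ARNT plus TACC3 wells and 100% = ARNT alone without TACC3; many hits fall short of the cut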
GSIS activator: GLuc luminescence reporter in INS-1E cells, primary screen for activators of glucose-dependent secretion of insulin; AID 743287; activation, % at 16.6 µM; 0.61% of 370,000 active; INS-1E GLuc reporter insulin secretion, 2-3 h;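 active = lowest replicate activation of at least 40%, so every replicate reaches that level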;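 note: 0% = median of neutral control wells and 100% = median of IBMX positive control wells; some compounds called inactive have numbers as strong as hits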
* marks the source's active call; other numbers are inactive results.

| structure | ARNT-TACC3 inh | Xi reactivation | GSIS activator |
| --- | --- | --- | --- |
| Cc1cccc(OCc2ccc(C(=O)Nc3ccc(F)cc3)cc2)c1 | -10 | -0.2 | -4 |
| O=C(CN1CCN(Cc2ccc(Cl)cc2)CC1)N/N=C/c1ccncc1 | -1 | 0.4 | 6 |
| O=C(O)c1cc(NS(=O)(=O)c2ccc(N3CCOCC3)c([N+](=O)[O-])c2)cc(C(=O)O)c1 | -6 | 0.0 | 3 |
| CCc1ccc(C2NC(=S)NC3=C2C(=O)CC(C)(C)C3)cc1 (stereo unspecified) | -8 | 0.2 | 4 |
| O=C(O)C1C2CCC(O2)C1C(=O)Nc1ccc(O)cc1 (stereo unspecified) | -4 | -0.2 | 0 |
| O=C(Cc1noc2ccccc12)Nc1ccccn1 | -1 | -0.3 | 6 |
| Cn1nccc1C(=O)Nc1ccn(C23CC4CC(CC(C4)C2)C3)n1 | 0 | 0.1 | -26 |
| CCOC(=O)N/N=C/c1ccc(N(CC)CC)cc1O | 11 | 0.0 | 1 |
| Cc1ccc(Cl)c(OC(=O)c2ccc(N3CCOCC3)c([N+](=O)[O-])c2)c1 | 2 | 0.1 | -21 |
| O=c1c2ccccc2nnn1CSc1ccc2ccccc2n1 | -2 | 0.1 | -10 |
| Cc1c(Cl)cccc1NC(=S)NCc1ccc2c(c1)OCO2 | 4 | 0.1 | 1 |
| O=C(N/N=C\c1cn[nH]c1-c1ccccc1)c1ccc([N+](=O)[O-])cc1 | 14 | 0.0 | -5 |
| O=C(Cc1ccccc1)Nc1cccc(C(=O)N/N=C/c2ccco2)c1 | -8 | 0.1 | -9 |
| CN(CC(=O)OCC(=O)NCc1ccccc1)S(=O)(=O)c1ccc(Cl)cc1 | -3 | -0.1 | 1 |
| CNCc1cn2cc(Cl)ccc2n1 | 67* | 0.0 | 23 |
| N#Cc1ccsc1NC(=O)COC(=O)c1cc2ccccc2cc1O | -6 | -0.1 | -31 |
| CN(C)S(=O)(=O)c1ccc2c(c1)nc(CCC(=O)Nc1ccc3c(c1)OCO3)n2C | -4 | -0.1 | 19 |
| CC(C)CN(C(=O)COC(=O)c1ccccc1Sc1ccccc1C#N)C1CCS(=O)(=O)C1 (stereo unspecified) | -8 | 0.0 | 16 |
| Cc1ccc(-c2csc(=Nc3cccnc3)n2CCCN2CCCC2=O)cc1C | 10 | -0.3 | -27 |
| CCOC(=O)C(=O)Nc1ccc([N+](=O)[O-])cc1OC | 2 | -0.1 | 2 |

Next entries.
| structure | ARNT-TACC3 inh | Xi reactivation | GSIS activator |
| --- | --- | --- | --- |
| Cc1cccc(C)c1NC(=O)CNc1ncnc2sc(C)c(C)c12 | -2 | 0.0 | -5 |
| O=C1N(c2cccc(Cl)c2)C(c2ccccc2)N2CCCN12 (stereo unspecified) | 1 | 0.0 | 11 |
| Cc1cccc(Nc2ncnc3c2cnn3Cc2ccccc2)c1 | -9 | 0.0 | -8 |
| Cc1cc(C)c(NC(=O)COC(=O)c2cccc3c2C(=O)c2ccccc2C3=O)c(C)c1 | 2 | 1.0 | -32 |
| O=C(COC(=O)c1cccc([N+](=O)[O-])c1)NCC1CCCO1 (stereo unspecified) | -5 | 0.2 | 19 |
| O=C(/C=C/c1cn(CC(O)CN2CCCCC2)c2ccccc12)c1cccs1 (stereo unspecified) | 17 | 9.7 | 9 |
| CC(C)(C)NC(=O)C(=O)NNC(=O)c1ccc(C(C)(C)C)cc1 | -3 | 0.0 | 0 |
| O=C(O)Cc1n[nH]c(=O)c2ccccc12 | 5 | 0.0 | 14 |
| O=C1C2C3c4ccccc4C(Br)(c4ccccc43)C2C(=O)N1c1ccccc1O (stereo unspecified) | -4 | 0.3 | 5 |
| O=C(CC12CC3CC(CC(C3)C1)C2)N1CCN(S(=O)(=O)c2cccs2)CC1 | -2 | 0.0 | -20 |
| COc1ccccc1C(=O)N/N=C(\C)c1ccc(NC(=O)C2CC2)cc1 | -10 | 0.0 | -5 |
| O=C(c1ccc(S(=O)(=O)c2ccccc2Cl)c([N+](=O)[O-])c1)N1CCCCCC1 | -1 | -0.1 | -18 |
| Cc1cccc(N(CC(=O)O)CC(=O)O)c1 | 15 | 0.0 | 8 |
| O=[N+]([O-])c1cccc(/C([O-])=C(/C(=S)Nc2ccccc2)[n+]2ccccc2)c1 | 5 | -0.1 | 18 |
| C=CCc1ccccc1OCCSc1nc2ccc([N+](=O)[O-])cc2s1 | 3 | -0.1 | -20 |
| O=S(=O)(c1ccc(F)cc1)N1CCN(C(=S)NCc2ccco2)CC1 | 2 | 0.2 | 3 |
| COc1ccc(C(=O)NC(=S)Nc2ccccc2N2CCOCC2)cc1[N+](=O)[O-] | 11 | 0.1 | -7 |
| CCN(CC)S(=O)(=O)c1ccc(C(=O)Nc2cc3oc4ccccc4c3cc2OC)cc1 | -11 | 0.2 | 25 |
| COc1cc2c(cc1OC)CN(c1nc(CN3CCCCC3)nc3sc4c(c13)CCCC4)CC2 | 8 | 0.3 | -13 |
| O=C(Cn1nnc2ccccc21)N/N=C\c1cccs1 | 20 | 0.1 | -15 |

(listing goes on)
| structure | ARNT-TACC3 inh | Xi reactivation | GSIS activator |
| --- | --- | --- | --- |
| CCOC(=O)c1c(NC(=O)C(C)Sc2cccc[n+]2[O-])sc2c1CCN(Cc1ccccc1)C2 (stereo unspecified) | -8 | 0.0 | 26 |
| O=C(Nc1ncccn1)c1cc([N+](=O)[O-])cc([N+](=O)[O-])c1 | -3 | 0.0 | 5 |
| COc1ccc(NS(=O)(=O)c2ccc(C)c(NC(=O)NC3CCCCC3)c2)cc1 | -2 | 0.0 | -32 |
| Cc1ccc(-c2csc(NC(=O)C3=COCCO3)n2)cc1 | -1 | -0.1 | -1 |
| COc1ccc(S(=O)(=O)NC(C)C)cc1C(=O)NC1CCCCC1 | -7 | 0.4 | 5 |
| Cc1cc(C)nc(SCC(=O)N/N=C/c2cccs2)n1 | 3 | 0.0 | 14 |
| CCCC/S(C)=N/S(=O)(=O)c1ccc(C)cc1 (stereo unspecified) | 5 | 0.0 | 23 |
| O=C(CSc1nc2cc(C(F)(F)F)ccc2n1Cc1ccccc1)NC1CCS(=O)(=O)C1 (stereo unspecified) | -6 | 0.4 | -20 |
| N#Cc1c(-c2ccc(Cl)cc2)c(C#N)c(=O)n(N)c1N | 3 | -0.1 | -9 |
| CC(=O)NC(C(=O)c1ccccc1)C(=O)c1ccccc1 | -1 | -0.1 | 18 |
| CCN(Cc1ccccc1)C(=O)COC(=O)CNS(=O)(=O)c1ccc(C)cc1 | -5 | 0.0 | -33 |
| COc1ccc(S(=O)(=O)NC(C)C(=O)Nc2cccc([N+](=O)[O-])c2)cc1 (stereo unspecified) | -4 | 0.4 | 18 |
| Cc1onc(-c2ccccc2)c1C(=O)N/N=C/c1cc(Br)c(Br)o1 | 4 | 0.6 | -30 |
| O=C(Nc1ccn(-c2ccccc2)n1)c1ccc(Cl)cc1 | -27 | 0.3 | -27 |
| CC(C)CC(NC(=O)COc1ccccc1)C(=O)O (stereo unspecified) | -2 | 0.0 | 4 |
| CCCCNC(=O)NNC(=O)COc1cc(C)cc(C)c1 | -1 | 0.0 | 0 |
| CCC(=O)OCCNc1cc(SCCC(=O)OC)c2nonc2c1[N+](=O)[O-] | 1 | -0.3 | -21 |
| Cc1ccccc1C(=O)NC(=S)NC1CCSC1=O (stereo unspecified) | 0 | 0.1 | -3 |
| CCC(C)NC(=O)CC(NS(=O)(=O)c1ccc(C)cc1)c1ccc(OC)cc1 (stereo unspecified) | -12 | 0.4 | 21 |
| CC1(C)CC2CC(C)(CN2c2ncnc3ccc(Br)cc23)C1 (stereo unspecified) | 1 | 0.1 | -20 |

(next part)
| structure | ARNT-TACC3 inh | Xi reactivation | GSIS activator |
| --- | --- | --- | --- |
| O=C(CNC(=O)c1ccccc1)OCc1cccc([N+](=O)[O-])c1 | -3 | 0.1 | -4 |
| CCCCC(=O)Nc1ccc2c3c(cccc13)CC2 | -6 | 0.4 | -24 |
| CCN(CC(=O)Nc1ccc(NC(C)=O)cc1)c1ccc(C(F)(F)F)cn1 | 4 | 0.0 | 20 |
| Cc1nc(SCC(=O)Nc2ccc(Cl)cc2[N+](=O)[O-])nc(C)c1C | 14 | -0.1 | -12 |
| c1sc2[n+](c1C13CC4CC(CC(C4)C1)C3)CCS2 | 3 | 1.3 | 3 |
| Cc1[nH]c2ccccc2c1C(=O)COc1ccccc1 | -8 | -0.1 | 6 |
| Cc1sc2nc(COC(=O)c3ccc(N4CCCC(C)C4)c([N+](=O)[O-])c3)[nH]c(=O)c2c1C (stereo unspecified) | -1 | 2.9 | -35 |
| CCOC(=O)CSc1nnc(NC(=O)c2cccc([N+](=O)[O-])c2)s1 | -11 | 0.0 | -16 |
| CCN1CCCC1CNCc1cccc(OC)c1OCc1ccccc1 (stereo unspecified) | 0 | -0.1 | 12 |
| O=C(Nc1ccc(F)c(Cl)c1)Nc1ccc(Cl)cn1 | -4 | 0.1 | 20 |
| CC(/C=C/c1ccc2c(c1)OCO2)=N/NC(=O)COc1ccc(C)cc1 | 1 | -0.1 | 10 |
| Cc1ccsc1/C=N\NC(=O)Cn1nnc2ccccc21 | 6 | 0.0 | 9 |
| O=C(CCN1C(=O)c2ccccc2C1=O)C1=NN[C@@H]2C(=O)N(c3ccc(F)cc3)C(=O)[C@H]12 | -2 | 0.2 | -4 |
| CCCCCCCCCc1nc2sc3c(c2c(=O)n1NC(=O)c1ccc([N+](=O)[O-])cc1)CC(C)(C)OC3 | -21 | 0.1 | -20 |
| COc1ccc(/C=N/NC(=O)CNC(=O)c2cccs2)cc1 | 2 | 0.2 | 11 |
| NS(=O)(=O)c1ccc(CCNC(=S)Nc2ccccc2)cc1 | 1 | 0.1 | 12 |
| CC(=O)O/N=C(/c1nonc1N)N1CCN(c2ccc([N+](=O)[O-])cc2Cl)CC1 | -13 | 0.0 | 10 |
| Cc1cc(NC(=O)c2cc([N+](=O)[O-])cc([N+](=O)[O-])c2)n(-c2ccccc2)n1 | -2 | 0.0 | -36 |
| Cc1cc(C)nc(NC(=O)Cc2ccc([N+](=O)[O-])cc2)c1 | 0 | 0.0 | 20 |
| CC/C(O)=C1\C(=O)CC(C)(C)CC1=Nc1ccccc1C | -4 | 0.0 | 73* |

Profiles, looked up by structure. Values in the order: ARNT-TACC3 inh, Xi reactivation, GSIS activator
Cc1[nH]c2ccccc2c1C(=O)COc1ccccc1 as listed: -8, -0.1, 6
Cc1cc(C)nc(NC(=O)Cc2ccc([N+](=O)[O-])cc2)c1 as listed: 0, 0.0, 20

The list goes on:
| structure | ARNT-TACC3 inh | Xi reactivation | GSIS activator |
| --- | --- | --- | --- |
| COc1ccccc1CNC(=O)CCSCc1cccc(Cl)c1 | 5 | -0.1 | -12 |
| CCOC(=O)c1ccc(NC(=O)Cn2nnc(-c3ccccc3F)n2)cc1 | -1 | 0.0 | -14 |
| Nc1nonc1C(=O)OCC(=O)c1ccc(Cl)cc1 | -2 | 0.8 | 11 |
| COc1ccccc1NS(=O)(=O)c1cc(NC(=O)c2ccc3ccccc3n2)ccc1Cl | -4 | 0.1 | -21 |
| Cc1ccc(S(=O)(=O)N(C)C)cc1-n1c(SCC(=O)Nc2ccccc2)nc2ccccc2c1=O | -1 | 0.4 | -17 |
| CC(C)OP(=O)(OC(C)C)C(Nc1ccccc1)c1cccc2c1OCO2 (stereo unspecified) | 0 | 0.3 | -14 |
| CCOc1cc(/C=N/NC(=O)CN(CCc2ccccc2)S(=O)(=O)c2ccc(NC(C)=O)cc2)ccc1O | 2 | 0.1 | -16 |
| CSc1nnc(C)c(=O)n1COC(=O)c1ccc(S(=O)(=O)N(C)C)cc1 | -1 | 0.0 | 6 |
| CC(C)NC(=O)NC(=O)COC(=O)c1ccc(F)cc1F | -7 | -0.1 | 19 |
| Cc1ccccc1OCCn1c(CCNC(=O)C(C)C)nc2ccccc21 | -11 | 1.2 | -8 |
| Cc1nn(C)c(-c2n[nH]c(=S)n2-c2ccccc2)c1Cl | 3 | 0.3 | 5 |
| Cc1cc(C)n(-c2nnc(C)n2/N=C/c2ccccc2O)n1 | -3 | 0.0 | 0 |
| Cc1ccc(NC(=O)CN2C(=O)NC(Cc3c[nH]c4ccccc34)C2=O)cc1S(=O)(=O)N1CCCCC1 (stereo unspecified) | 5 | -0.1 | -25 |
| COc1ccccc1COCC(O)CN(Cc1ccco1)Cc1ccccc1O (stereo unspecified) | 5 | 0.0 | -20 |
| COC(=O)c1ccc(OC(=O)CCN2c3ccccc3Sc3ccccc32)cc1 | -7 | 0.1 | 6 |
| CCOC(=O)c1cnc2ccc(C(=O)OC)cc2c1NCCc1ccc(OC)c(OC)c1 | -3 | 0.3 | -34 |
| Cc1ccc(NC(=O)/C=C/c2ccc([N+](=O)[O-])s2)cc1 | 5 | 97* | 32 |
| Cc1cc(C)nc(NS(=O)(=O)c2ccc(NC(=O)CN3C(=O)S/C(=C\c4ccccc4)C3=O)cc2)n1 | 2 | 0.1 | -4 |

Quoted at random: 4 compounds from above.
| structure | ARNT-TACC3 inh | Xi reactivation | GSIS activator |
| --- | --- | --- | --- |
| CSc1nnc(C)c(=O)n1COC(=O)c1ccc(S(=O)(=O)N(C)C)cc1 | -1 | 0.0 | 6 |
| Cc1ccc(S(=O)(=O)N(C)C)cc1-n1c(SCC(=O)Nc2ccccc2)nc2ccccc2c1=O | -1 | 0.4 | -17 |
| Cc1ccc(NC(=O)/C=C/c2ccc([N+](=O)[O-])s2)cc1 | 5 | 97* | 32 |
| COc1ccccc1CNC(=O)CCSCc1cccc(Cl)c1 | 5 | -0.1 | -12 |

Not all compounds are listed. The share of hits here may be higher or lower than overall.
